S1P4 antag – human S1P4 receptor antagonism; S1P4-expressing cells, antagonist mode, reporter read-out; O95977; inhibition, % at 4.98 µM; actives 0.26% (n = 220,000); AID 1510; in the data active = inhibition above about 29%;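 also: 0% = wells stimulated with agonist and 100% = vehicle wells without agonist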
EP2 mod – modulators of human EP2 prostaglandin E2 receptor; P43116; EP2-expressing cells, cAMP HTRF FRET, PGE2 co-stimulation; induction, % at 25 µM; actives 0.83% (n = 260,000);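 active = compounds whose cAMP rise, as percent of the full-agonist control response, exceeds 60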;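 also: rat C6 glioma line stably carrying human EP2 under a CMV promoter; the protocol text gives 20 µM as final concentration; 100% = response of wells given 1 µM PGE2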
Target sequence (P43116 whole entry, looked up): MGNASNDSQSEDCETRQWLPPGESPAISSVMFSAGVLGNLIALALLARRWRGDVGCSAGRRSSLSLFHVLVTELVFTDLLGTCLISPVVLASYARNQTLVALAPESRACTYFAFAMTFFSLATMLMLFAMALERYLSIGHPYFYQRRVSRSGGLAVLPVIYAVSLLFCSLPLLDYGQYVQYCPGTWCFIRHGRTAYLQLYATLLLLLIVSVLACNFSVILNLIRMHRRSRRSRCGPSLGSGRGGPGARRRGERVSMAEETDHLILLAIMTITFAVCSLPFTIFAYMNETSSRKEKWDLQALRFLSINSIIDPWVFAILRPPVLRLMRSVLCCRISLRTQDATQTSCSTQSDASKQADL
S1P4 ag – human S1P4 receptor agonism | O95977 | S1P4-expressing cell line, agonist reporter assay | activation, % at 4.98 µM | actives 0.35% (n = 220,000); in the data active = activation above about 11%;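 also: 0% = DMSO vehicle and 100% = reference agonist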
NPY Y1 blocker – antagonists of human neuropeptide Y receptor Y1 | P25929 | HEK293-CNG Y1 cells, membrane potential fluorescence; NPY at EC95, then isoproterenol | inhibition, % at 3.6 µM | actives 1% (n = 200,000);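 active = inhibition above the campaign mean inhibition of all tested compounds plus 3 SD, cut at about 20% in these data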;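 also: 0% = DMSO wells given NPY plus isoproterenol and 100% = isoproterenol alone without NPY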
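material = HEK293 cells with Y1 receptor plus CNG channel | also added = NPY 25 nM then isoproterenol 1 µM plus Ro 20-1724 25 µM | schedule = dye 3 h, compound 60 min room temperature, stimulation 45 min | measured by = membrane potential fluorescence | benchmarks = high control isoproterenol alone, low control NPY with isoproterenol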
PGE2 EP2 inh – blocks the human prostaglandin E2 receptor EP2. C6 glioma cells expressing human EP2, cAMP TR-FRET; cells stimulated with saturating PGE2. inhibition, % at 25 µM. actives 0.52% (n = 260,000). AID 1422;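 active = percent inhibition above 40 after rounding to a whole number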;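 also: rat C6 glioma host cells with rolipram phosphodiesterase inhibitor present; the protocol text gives 20 µM as final concentration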
eIF4E 4G PPI – inhibitors of eIF4E and eIF4G interaction in translation initiation. P63073+Q04637. TR-FRET eIF4E-eIF4GI(517-606) binding, 2 h. inhibition, % at 21.7 µM. actives 0.37% (n = 220,000). AID 782;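 active = inhibition above about 30%, limit read from the data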;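 also: 0% = full FRET control wells and 100% = background wells lacking eIF4GI fragment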
NPY-Y2 PAM-ag – potentiates or activates human NPY-Y2 receptor; P49146; activation, % at 3.6 µM; cells expressing NPY-Y2, potentiator/agonist read-out; actives 0.45% (n = 220,000); AID 1359; in the data active = activation above about 27%;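 also: cells stimulated with NPY near EC25 plus isoproterenol at EC100; 0% = vehicle plus submaximal agonist and 100% = vehicle plus saturating agonist; some results beyond the cut were filed as inactive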
Target sequence (P49146 whole entry, looked up): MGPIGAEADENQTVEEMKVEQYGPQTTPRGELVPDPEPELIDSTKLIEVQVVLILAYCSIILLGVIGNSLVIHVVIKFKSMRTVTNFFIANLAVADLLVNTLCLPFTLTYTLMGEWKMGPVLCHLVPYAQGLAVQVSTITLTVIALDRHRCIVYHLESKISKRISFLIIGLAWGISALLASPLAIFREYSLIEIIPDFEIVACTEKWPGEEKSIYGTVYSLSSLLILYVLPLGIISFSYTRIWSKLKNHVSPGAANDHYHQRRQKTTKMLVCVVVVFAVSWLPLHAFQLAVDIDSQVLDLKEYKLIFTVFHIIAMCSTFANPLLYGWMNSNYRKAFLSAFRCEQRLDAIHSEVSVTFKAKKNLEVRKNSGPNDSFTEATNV
NPY-Y1 PAM-ag – potentiators or agonists of human neuropeptide Y receptor Y1. NPY-Y1 expressing cells, potentiator/agonist activation. activation, % at 3.6 µM. actives 0.37% (n = 220,000). AID 1304; in the data active = activation above about 33%, passing the limit was not always enough;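 also: cells stimulated with NPY at EC10 then isoproterenol at EC100; 0% = low agonist plus stimulus and 100% = saturating agonist plus stimulus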
p97 ATPase inh – human p97 ATPase inhibition. P55072. recombinant p97 ATPase, Kinase-Glo ATP luminescence, 3 h. inhibition, % at 8 µM. actives 0.42% (n = 220,000). AID 1481; in the data active = inhibition above about 15%;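 also: 0% = DMSO vehicle and 100% = wells lacking enzyme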
* = called active by the depositor; nt = not tested or not shown; & = joins results of further samples; [ ] = another dose, or the depositor's remark.

SMILES | S1P4 antag | EP2 mod | S1P4 ag | NPY Y1 blocker | PGE2 EP2 inh | eIF4E 4G PPI | NPY-Y2 PAM-ag | NPY-Y1 PAM-ag | p97 ATPase inh
Cc1ccc(C2C(=O)N(C3CCCC3)CC(=O)N2CC2COc3ccccc3O2)cc1 (configuration not stated) | -12 | -6 | -1.0 | -1 | 1 | 5 | 5 | 2 | 1
COc1ccc(C(=O)COC(=O)CNC(=O)C2CCCCC2)c(OC)c1 | 12 | 16 | -0.2 | 0 | 3 | 5 | 1 | 8 | 0
CCOC(=O)c1cc(NC(=O)c2ccco2)ccc1N1CCOCC1 | 3 | -23 | 0.4 | -2 | 1 | 0 | 9 | 4 | 4
CC(NC(=O)c1ccco1)C(c1cccs1)N1CCN(c2ccc(F)cc2)CC1 (configuration not stated) | 2 | 32 | 0.0 | -5 | 4 | 0 | 26 | 4 | -2
CCCC(=O)O[C@H]1C[C@@H](C)N(C(=O)c2ccccc2)c2ccc(C)cc21 | -12 | 76* | 1.1 | 11 | 6 | -6 | -14 | -4 | 0
COCC(C)NCc1ccc(OC)c(Br)c1 (configuration not stated) | 0 | 7 | 0.1 | -1 | 5 | -4 | 0 | 17 | 1
CC1(C)CC(=O)c2cnc(NCc3ccco3)nc2C1 | -17 | 17 | -0.3 | 2 | 12 | 8 | 7 | 15 | -6
CCCn1c(SCC(=O)OCC)nc(C(F)(F)F)cc1=O | -8 | 22 | 1.4 | 4 | 3 | 3 | -10 | -15 | -1
Cc1[nH]nc2c1C(C(C)c1ccccc1)C(C#N)=C(N)O2 (configuration not stated) | 6 | -19 | -0.7 | 0 | 8 | -6 | -3 | -3 | -1
Oc1ccc2ccccc2c1C=Nc1ccccc1-c1nc2ccccc2[nH]1 | 4 | -27 | -1.2 | -2 | 21 | 4 | 5 | 22 | 0
Cc1ccc(C)n1-c1ccc(-n2cnnn2)cc1 | -29 | 20 | 1.6 | -3 | 4 | -11 | 14 | -9 | 4
CCS(=O)(=O)N1CCCC(C(=O)c2ccc(OC)cc2C)C1 (configuration not stated) | -1 | -12 | 4.8 | 1 | 9 | -4 | -4 | -15 | 5
O=C(COC(=O)c1ccc2c(c1)OCO2)Nc1nc(-c2ccccc2)cs1 | -6 | 15 | -1.5 | 5 | 3 | -4 | 11 | 15 | 1
CCN(C)c1ccc(/C=N\n2nnnc2N)cc1 | -5 | 12 | 1.9 | -2 | 9 | 2 | 10 | -30 | 2
COc1ccc(C(=O)NC(=S)Nc2cccc(NC(=O)c3ccco3)c2)cc1[N+](=O)[O-] | -4 | -2 | -2.4 | 11 | 15 | -5 | -13 | -3 | -4

Sorted by value in p97 ATPase inh (highest first): some entries from above.
Molecule | p97 ATPase inh
Cc1ccc(C)n1-c1ccc(-n2cnnn2)cc1 | 4
COCC(C)NCc1ccc(OC)c(Br)c1 (configuration not stated) | 1
Cc1[nH]nc2c1C(C(C)c1ccccc1)C(C#N)=C(N)O2 (configuration not stated) | -1

Next part.
SMILES | S1P4 antag | EP2 mod | S1P4 ag | NPY Y1 blocker | PGE2 EP2 inh | eIF4E 4G PPI | NPY-Y2 PAM-ag | NPY-Y1 PAM-ag | p97 ATPase inh
COCCN=c1scc(-c2cc(OC)c(OC)c(OC)c2)n1/N=C/c1c(C)[nH]c2ccccc12 | -16 | -51 | 1.7 | -2 | 1 | 17[fluorescence artefact?] | 15 | 14 | 1
CC(C)CC(=O)N1CCN(c2ccc([N+](=O)[O-])c(NCc3ccccc3)c2)CC1 | -4 | nt | 0.2 | 6 | nt | nt | -3 | -34 | 1
COc1ccc(/C=C/C(=O)NCC(=O)N/N=C(/CCC(=O)O)c2ccccc2)cc1 | -7 | -3 | 0.4 | nt | 12 | -6 | -5 | 9 | -1
CCc1cc2c(=O)n(-c3ccc(C)cc3)cnc2s1 | 0 | 11 | 1.8 | -6 | 12 | 2 | 13 | 4 | 5
O=c1c2cn[nH]c2nc(SCc2cc(=O)n3cc(Br)ccc3n2)n1-c1ccc(Br)cc1 | -5 | 20 | -1.4 | -2 | 16 | -20 | -8 | -11 | 9
CC1CCc2c(sc(NC(=O)CSc3ncnc4c3cnn4-c3ccccc3Cl)c2C#N)C1 (configuration not stated) | -3 | 28 | -0.2 | -2 | 6 | 0 | 0 | 8 | 1
Cc1ccc(NC(=O)CSc2ncn[nH]2)cc1S(=O)(=O)N1CCOCC1 | 7 | 14 | -0.8 | 0 | 3 | 1 | -14 | -3 | 4
CN(C)S(=O)(=O)c1cc(NC(=O)CSc2nn(-c3ccc(Cl)cc3)c(=S)s2)ccc1Cl | -24 | -19 | 0.0 | 3 | 9 | 5 | 6 | -8 | 1
Cc1cccc(-n2c(SCC(=O)N3CCCC3)nc3n[nH]c(C)c3c2=N)c1 | 3 | -17 | -2.6 | -1 | 4 | 4[fluorescence artefact?] | 6 | 11 | 0
O=C(COC(=O)c1ccccc1Br)Nc1ccc(F)cc1 | -3 | -83 | -1.4 | 0 | 3 | 1 | -18 | -14 | -3
COC(=O)Nc1ccc(=O)n(Cc2c(Cl)cccc2Cl)c1 | -1 | -10 | -1.2 | 6 | 7 | 1 | -5 | 21 | 4
O=C(NCCCCNC(=O)C1CCCC1)C1CCCC1 | 19 | 30 | 0.6 | -1 | 1 | 2[fluorescence artefact?] | 0 | -12 | 1
O=C1c2ccccc2C(=O)N1c1cccc(-c2csc(Nc3ccc4c(c3)OCO4)n2)c1 | -10 | 12 | -1.2 | 2 | 8 | 2 | 8 | -5 | 6
Cn1ccnc1SCC(=O)Nc1sccc1C#N | -4 | -1 | 1.5 | 1 | 9 | 6 | 9 | 10 | 3
O=C(c1ccc(-n2cccn2)cc1)N1CCc2ccccc2C1 | -1 | -12 | -1.8 | nt | 11 | 2 | -21 | -17 | 0
O=C(O)/C=C/C(=O)N(Cc1ccccc1)Cc1ccco1 | -13 | 15 | 4.2 | 0 | 6 | 1 | 8 | 18 | 7
Cc1ccccc1C(=O)c1cccn1CC(=O)NCc1ccc2c(c1)OCO2 | -8 | 25 | -1.5 | 7 | 5 | 9 | -10 | -13 | -2
COc1ccc(OC)c(CN2CCN(C(=O)c3cccs3)CC2)c1 | -13 | -2 | 0.2 | 2 | 2 | 3[fluorescence artefact?] | -7 | 1 | -3
CC(C)C(=O)OCC(=O)Nc1ccc(N=Nc2ccccc2)cc1 | -16 | -8 | 0.2 | -3 | 11 | -1 | 3 | 22 | -6
Cc1c(-c2n[nH]c(=S)n2-c2ccc(C(F)(F)F)cc2)nnn1-c1ccccc1 | -10 | 9 | 0.3 | -1 | 3 | 13[fluorescence artefact?] | 5 | 12 | 0
Cc1ccc(CN2CCN(CCCc3ccccc3)CC2CCO)cc1 (configuration not stated) | -3 | -2 | 2.0 | 6 | 5 | 4 | -10 | -1 | 0
CNc1ccccc1C(C)(C)c1cc(-c2cc(C)cc(C)c2)no1 | -11 | 27 | 4.4 | 4 | 7 | 0 | 6 | 1 | -1
COc1ccc(C(=O)Nc2ccc(Cl)cn2)cc1Cl | 1 | -38 | 1.6 | -2 | 8 | -4 | 6 | -11 | 4
CCOC(=O)c1nn(-c2ccccc2F)c2nc(-c3ccco3)c(C#N)c(=O)n12 | -22 | 25 | 1.4 | 9 | 8 | 0 | 2 | -6 | 7
Cc1ccc(-n2cc(-c3ccccc3)c3c(N4CCOCC4)ncnc32)cc1 | 22 | 69* | 0.8 | -2 | 12 | -2 | 4 | 1 | 5
CC1(c2ccco2)NC(=O)NC1=O (configuration not stated) | -14 | 19 | 1.5 | -2 | 6 | -2[fluorescence artefact?] | 8 | -20 | 0
COc1ccccc1N1C(=O)C2C(C(=O)c3ccccc3)=NN(c3ccccc3)C2C1=O (configuration not stated) | 8 | 41 | -0.9 | nt | 5 | -13 | 7 | 22 | 1
CC1(C)CC(=O)C(CCC(=O)c2ccccc2)C(C)(C)N1 (configuration not stated) | -2 | 10 | -0.1 | 0 | 6 | -8 | -3 | -8 | 0
CC1CCc2nn(CC(=O)NC3CCCC3)cc2C1 (configuration not stated) | -10 | 10 | -1.7 | 4 | 8 | -4[fluorescence artefact?] | -16 | 7 | 2
N#C/C(=C\c1ccc(-c2nc3ccccc3s2)o1)C(N)=O | 5 | -38 | -0.8 | nt | 8 | -5 | -6 | 23 | 9

Record cards, from the list above. Screens in order: S1P4 antag, EP2 mod, S1P4 ag, NPY Y1 blocker, PGE2 EP2 inh, eIF4E 4G PPI, NPY-Y2 PAM-ag, NPY-Y1 PAM-ag, p97 ATPase inh
COc1ccc(C(=O)Nc2ccc(Cl)cn2)cc1Cl across the screens: 1, -38, 1.6, -2, 8, -4, 6, -11, 4
CC1(C)CC(=O)C(CCC(=O)c2ccccc2)C(C)(C)N1 (configuration not stated) across the screens: -2, 10, -0.1, 0, 6, -8, -3, -8, 0

The list continues:
SMILES | S1P4 antag | EP2 mod | S1P4 ag | NPY Y1 blocker | PGE2 EP2 inh | eIF4E 4G PPI | NPY-Y2 PAM-ag | NPY-Y1 PAM-ag | p97 ATPase inh
CC/C(=N\Nc1ccc([N+](=O)[O-])cc1)c1ccccc1 | 16 | 6 | 2.5 | -5 | 7 | -4 | 4 | 21 | 2
COc1cc(C2C(C#N)=C(N)Oc3cc(C)oc(=O)c32)cc2c1OCO2 (configuration not stated) | -15 | 15&12 | 3.0 | 0 | 10&5 | 2 | -9 | -2 | 9
COC(=O)C1CN(S(=O)(=O)c2ccc(C)cc2)CCN1S(=O)(=O)c1ccc(C)cc1 (configuration not stated) | 15 | -12 | -1.0 | -10 | 11 | 0 | -5 | 11 | 2
ON=C1CCN(c2ncc(C(F)(F)F)cc2Cl)CC1 | 1 | 13 | 1.1 | -7 | 4 | -8[fluorescence artefact?] | 0 | 3 | 3
CC(=O)Nc1ccc(SCC(=O)c2cc(C)n(Cc3cccs3)c2C)cc1 | -24 | 4 | -0.5 | 7 | nt | -3 | -10 | -9 | -3
CN(C(=O)c1ccc(NC(=O)C2CC=CCC2C(=O)O)cc1)c1ccccc1 (configuration not stated) | -21 | 6 | 0.9 | 8 | 3 | -18 | -4 | -24 | 0
c1ccc2c(c1)nc(N1CCN(C3CCCCC3)CC1)c1nnnn12 | -41 | 3 | 1.1 | 2 | 19 | 4 | 1 | 0 | 2
Cc1ccc2[nH]c(=O)c(CN(Cc3ccc4c(c3)OCO4)Cc3nnnn3C3CCCC3)cc2c1 | 3 | 29 | -1.4 | 7 | nt | -2 | 5 | -5 | 2
Cc1ccc(NC(=O)CCN2C(=O)OC(C)(C)C2(C)O)cc1 (configuration not stated) | -17 | 13 | 3.0 | -2 | -1 | 2 | -4 | 6 | -2
CC(C)(C)C(=O)OCC1OC(n2cnc(C(N)=O)n2)C(O)C1O (configuration not stated) | -12 | 5 | -4.0 | 4 | 4 | -2[fluorescence artefact?] | -7 | -4 | 2
Cc1ccc(C)c(Nc2c([N+](=O)[O-])c(=O)oc3ccccc23)c1 | -3 | -6 | -0.2 | nt | 6 | -4 | 13 | 24 | 3
CC(Oc1ccc(F)cc1)C(=O)Nc1ccc2ccccc2c1 (configuration not stated) | -1 | -6 | 1.6 | 41* | 10 | 0 | -2 | -21 | -4
CN1CC(=O)Nc2ccc(F)cc2C1=O | -24 | 11 | 2.9 | 6 | nt | 2 | -6 | -13 | -1
CC(=O)c1ccc(NC(=S)NCc2ccc(Cl)cc2Cl)cc1 | -15 | -66 | 2.9 | -6 | 21 | 1 | 13 | 22 | 3
COC(=O)c1cccc(NS(=O)(=O)c2ccc(OC)cc2)c1C | -18 | -47 | -2.6 | 0 | 12 | -1 | -16 | -11 | 1
COC(=O)CSc1nc(NC(C)C)nc(N2CCOCC2)n1 | -12 | 2 | -0.2 | -4 | 11 | -1[fluorescence artefact?] | 16 | 21 | 1

From PubChem

This is a subset, so the mix of outcomes need not match the whole.
